# CHRM1 PAM: human CHRM1 positive allosteric modulation; P11229; actives 0.088% (n = 360,000); activation, % at 3 µM; AID 588819; CHO-K1 hM1, Fluo-8 calcium fluorescence, ACh EC20; 0% = ACh EC20, 100% = maximal ACh; in the data active = activation above about 19%, passing the limit was not always enough
# Target sequence (P11229 whole entry, looked up): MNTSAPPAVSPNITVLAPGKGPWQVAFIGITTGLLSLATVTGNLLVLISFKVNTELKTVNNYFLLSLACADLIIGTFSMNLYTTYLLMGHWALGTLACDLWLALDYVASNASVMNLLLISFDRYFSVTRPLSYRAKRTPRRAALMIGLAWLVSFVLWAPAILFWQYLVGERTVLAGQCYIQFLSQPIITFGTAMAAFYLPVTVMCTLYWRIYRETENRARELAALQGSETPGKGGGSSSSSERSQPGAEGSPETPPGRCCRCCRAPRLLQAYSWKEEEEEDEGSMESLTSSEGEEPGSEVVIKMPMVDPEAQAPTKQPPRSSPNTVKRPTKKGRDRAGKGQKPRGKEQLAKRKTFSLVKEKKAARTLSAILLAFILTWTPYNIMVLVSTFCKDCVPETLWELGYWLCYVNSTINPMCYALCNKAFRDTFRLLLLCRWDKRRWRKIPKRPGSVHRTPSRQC
# OXTR potentiate: potentiates the human oxytocin receptor response; activation, % at 3 µM; CHO-OTR cells, Fluo-8 calcium fluorescence, potentiator mode; 0% = oxytocin EC15, 100% = EC100; P30559; actives 0.061% (n = 320,000);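 active = activation above that plate's cutoff, the mean activation of tested compounds plus 3 SD, cut at about 6.6% in these data, passing the limit was not always enough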;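 note: 100% uses oxytocin at 75 nM as the full agonist control; some results filed as inactive read as strong as hits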
# Target sequence (P30559 whole entry, looked up): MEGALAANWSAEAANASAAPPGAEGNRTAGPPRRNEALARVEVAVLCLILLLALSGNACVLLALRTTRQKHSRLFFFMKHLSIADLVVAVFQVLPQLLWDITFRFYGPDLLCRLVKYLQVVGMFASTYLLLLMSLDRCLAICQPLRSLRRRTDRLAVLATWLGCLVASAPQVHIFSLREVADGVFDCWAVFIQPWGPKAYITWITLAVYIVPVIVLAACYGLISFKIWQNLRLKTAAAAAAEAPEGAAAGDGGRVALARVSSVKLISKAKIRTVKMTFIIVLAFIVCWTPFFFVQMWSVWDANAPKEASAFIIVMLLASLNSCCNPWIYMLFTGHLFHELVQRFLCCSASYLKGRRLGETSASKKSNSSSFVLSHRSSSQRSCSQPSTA
#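 Assay system: CHO cell line stably expressing human OTR | Also added: Oxytocin at about EC15, sub-maximal agonist stimulus | Times: Compound 6 min at room temperature before oxytocin, 100 s read | Measured by: Fluo-8 intracellular calcium fluorescence, ex 470-495, em 515-575 nm | Controls: EC15 oxytocin alone as 0%, 75 nM oxytocin as 100%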
# CHO-K1 Ca ag: nonselective activator or artifact in parental CHO-K1 cells. Fluo-8 calcium fluorescence; scaled to maximal ATP response, vehicle zero. activation, % at 3 µM. actives 0.48% (n = 360,000); in the data active = activation above about 15%;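 note: untransfected CHO-K1 host cells lacking M1 receptor as counterscreen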
# CHRM4 agonist: CHRM4 agonism in calcium assay; activation, % at 3 µM; AID 624127; actives 0.14% (n = 360,000); CHO-K1 hM4/Gqi5, Fluo-8 calcium fluorescence; vehicle 0%, full acetylcholine response 100%;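 active = activation above the run mean over all test wells plus 3 SD, cut at about 32% in these data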;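 note: peak over basal fluorescence ratio per well then scaled between controls; 0% = DMSO wells and 100% = acetylcholine at EC100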
# CHO parental Ca: counter-screen: ATP calcium response change in parental CHO cells | parental CHO-K1, ATP-induced calcium, Fluo-8 fluorescence | inhibition, % at 5.6 µM | actives 0.63% (n = 330,000);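 active = inhibition above that plate's mean sample inhibition plus 3 SD, cut at about 26% in these data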;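 note: 0% = ATP-challenged DMSO wells and 100% = DMSO wells without ATP; some compounds past the cut are filed as inactive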
#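 Assay system: untransfected parental CHO cell line. Also added: ATP agonist challenge. Dosing: one dose, 5.6 µM nominal. Measured by: Fluo-8 fluorescence. Read-out: % inhibition. Benchmarks: ATP wells versus no-ATP DMSO wells. Repeats: no replicates.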
# CHO-K1 Ca antag: M1 antagonist counterscreen hit in parental CHO-K1 cells; ATP-induced calcium, Fluo-8 fluorescence; inhibition, % at 3 µM; actives 0.6% (n = 360,000); AID 602250;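 active = inhibition above a per-plate cutoff, the plate's mean sample inhibition plus 3 SD, cut at about 24% in these data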;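 note: 0% = DMSO plus EC80 ATP and 100% = DMSO alone without ATP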
# CHRM4 antagonist: blocks acetylcholine activation of human M4 receptor; actives 0.73% (n = 360,000); P08173; CHO-hM4 cells, ACh EC80, Fluo-8 calcium fluorescence; inhibition, % at 3 µM;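 active = inhibition above its plate's cutoff, the mean inhibition of sample wells plus 3 SD, cut at about 27% in these data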;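 note: 0% = acetylcholine EC80 with DMSO and 100% = DMSO without agonist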
# M1 ag: agonists of human M1 muscarinic receptor; activation, % at 3 µM; actives 0.33% (n = 360,000); AID 588814; CHO-K1 hM1, Fluo-8 calcium fluorescence, agonist mode; 0% DMSO, 100% acetylcholine EC100;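 active = activation above the run's mean compound activation plus 3 SD, cut at about 16% in these data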;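 note: peak over basal fluorescence ratio within a 140 s kinetic read after compound addition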
# M1 antag: blocks human M1 muscarinic receptor; P11229; CHO-K1 hM1, Fluo-8 calcium fluorescence, ACh EC80 antagonist; inhibition, % at 3 µM; actives 1.3% (n = 360,000); AID 588852;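 active = percent inhibition above its own plate's cutoff, namely the mean of that plate's compound wells plus 3 SD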;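 note: peak over basal fluorescence ratio during 140 s after agonist addition; 0% = ACh EC80 plus DMSO and 100% = DMSO alone without agonist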
# Numbers without * were called inactive; . = not tested or not shown.
compound	CHRM1 PAM	OXTR potentiate	CHO-K1 Ca ag	CHRM4 agonist	CHO parental Ca	CHO-K1 Ca antag	CHRM4 antagonist	M1 ag	M1 antag
CC(C)(C)S(=O)N1Cc2cc(C(=O)O)nc(-c3cccc(-c4cc5ccccc5o4)c3)c2[C@H]1CCO (stereo not given in full)	-6	.	0.4	0	.	-9	1	-2	-9
C=CCN(CC=C)CCOc1ccccc1	-1	10	0.3	0	-5	14	-1	-9	-1
Oc1ccc(Cl)cc1CNCc1ccc(F)c(F)c1	8	-16	12	6	-10	-9	3	6	-10
CCCc1ncc(CN2CCCCC2C(=O)Nc2ccc(Oc3ccccc3)nc2)cn1 (stereo not given)	-5	-1	0.8	1	-20	-14	0	-7	7
COc1cccc(NC(=S)N(CCC(C)C)C(C)c2ccncc2)c1 (stereo not given)	0	-3	3.1	0	-1	-7	5	-8	1
COc1ccc(S(=O)(=O)N2CCCCCC2)cc1	-1	-13	-0.3	-1	-9	5	8	-7	-3
CC(=O)Nc1cccc(Oc2ccc3c(c2)C(=O)NC3=O)c1	11	-16	0.2	0	14	-11	-16	-1	-6
O=C(NNC(=O)c1ccccc1-n1cccc1)c1cncc(Br)c1	11	0	0.7	1	-13	8	-5	-2	-4
C/C(=N\Nc1cccc2cccnc12)c1ccc(N)cc1	2	-5	-0.1	0	6	-15	-11	-4	2
Cc1noc(C)c1COc1ccc(C(=O)OCC(=O)NC(=O)C2COc3ccccc3O2)cc1 (stereo not given)	2	.	0.5	0	.	-11	-8	-4	-13
CCOC(=O)N1CCN(c2cc3[nH]c(=S)[nH]c3cc2F)CC1	8	3	0.0	-1	-6	-20	-1	-3	-9
CCn1nnnc1Oc1ccc(Cl)cc1	-2	0	0.1	1	-7	-15	-5	-2	-1
COC(=O)C1=CN(c2cccc(C(F)(F)F)c2)C=C(C(=O)OC)C1c1ccc(O)c(OC)c1	0	-16	0.0	0	-29	1	-1	1	2
S=C(NC1CCCCC1)N1CCOCC1	4	-4	0.9	1	-2	-9	-7	-4	-7
CC(C)(C)SCCNS(=O)(=O)c1ccc(F)cc1	7	-7	2.9	0	4	-24	6	-7	-12
COc1ccc(CNC(=O)C2CCC(CNS(=O)(=O)c3cccc4nsnc34)CC2)cc1 (stereo not given)	2	-6	0.2	0	0	-3	-8	7	-4
O=C(/C=C/c1cccs1)Nc1cccnc1	12	-9	-0.1	2	-3	-9	8	-4	-10
COc1ccc(N2CCN(C(=S)NCc3ccc(C)cc3)CC2)cc1	4	-2	0.9	1	-11	-6	0	-2	6
N#Cc1nc(-c2ccc(OCc3ccc(Cl)cc3)cc2)oc1NCc1cccnc1	9	-1	-0.3	1	-7	-3	8	-2	-12
CNc1nc(SCC(=O)Nc2ccccc2)nc(N2CCOCC2)n1	1	-6	0.6	0	-5	-8	0	-2	3
CC1CCCCN1CCCNC(=O)CN1C(=O)CSc2ccc(S(=O)(=O)N3CCOCC3)cc21 (stereo not given)	-4	-8	0.2	1	11	-9	5	-6	14
CCN(CC)C(=O)C1CCC(CNS(=O)(=O)c2cccc3cccnc23)CC1 (stereo not given)	1	0	2.3	5	-6	3	-15	-3	-3
Cc1nn(-c2ccccc2)c(C)c1/C=N/NC(=O)c1ccccc1O	6	.	1.3	1	.	-1	-5	-1	-3
COn1c(SCC(N)=O)nc2ccccc2c1=O	10	1	0.3	0	2	-11	3	1	-11
Cc1cc(C(=O)NCCCN2CCOCC2)n(-c2ccccc2)n1	3	-5	-0.1	0	-7	9	-17	-3	0
Cc1nn(Cc2ccc(C(=O)N3CCOCC3)o2)c(C)c1Br	4	-14	0.4	1	-1	3	3	-9	-3
CCOC(=O)N1CCN(Cc2nc3cc(NC(=O)c4ccco4)ccc3n2C)CC1	-2	-5	0.6	1	-10	-10	-3	-6	-5
c1ccc(NCCC2OCC3(CO2)COC(CCNc2ccccc2)OC3)cc1 (stereo not given)	-3	.	0.2	5	.	-2	-3	-2	5
COCC(=O)N(C)c1nnc(-c2cnc(C)cn2)s1	12	-14	-0.3	0	4	2	-1	-3	-26
Cc1ccccc1Nc1scc(-c2ccc(Br)cc2)[n+]1-c1ccccc1C	1	-8	0.9	0	-18	-6	3	-7	-6
COc1cc(Cl)c(C)cc1NC(=O)Cn1c(NCCO)nc2ccccc21	10	-3	1.8	2	3	-9	-4	-3	-6
CCNC(=O)C1(C)CCN(C(=O)c2ccc(-c3ccccc3)cc2)C1 (stereo not given)	11	.	0.4	2	.	4	-9	-3	-5
CCCNC(=O)C(Cc1ccccc1)NC(=O)c1ccccn1 (stereo not given)	7	1	-0.3	0	-3	-12	-6	-5	-3
COc1ccc(Cc2nc3c4c(ncn3n2)Oc2c(ccc3ccccc23)C4c2ccc(OC)c(OC)c2)cc1 (stereo not given)	4	-2	0.1	1	-3	-8	1	-5	-2
Cc1ccccc1OCCC(=O)N(Cc1ccccc1)c1c(N)n(Cc2ccccc2)c(=O)[nH]c1=O	4	-7	0.7	2	-11	-5	-11	-5	0
O=C1Cc2cc(S(=O)(=O)N3CCN(c4ccc(O)cc4)CC3)ccc2N1	6	.	0.4	1	.	-12	-5	-12	-12
Cc1noc(C)c1S(=O)(=O)N1CCN(C(c2ccccc2)c2ccc(Cl)cc2)CC1 (stereo not given)	-8	-10	0.3	1	-18	-7	6	-1	1
COc1ccc(N(C(=O)CCl)C(C)(C(=O)Nc2c(C)cccc2C)c2ccccn2)cc1 (stereo not given)	9	1	0.0	1	-18	-1	17	-2	-16
CCCCCCCn1c2c(c(=N)c3c1CCC3)CCCC2	-5	.	3.9	1	.	18	24	-15	18
COc1ccc(-c2cc(=O)oc3c(C)c(O)c(CN(C)C)cc23)cc1	-4	-1	0.9	1	-12	5	11	-5	11
COc1cccc(C(=O)Nc2cc(=O)n(C)c(=O)n2C)c1	5	-2	1.4	0	0	16	-2	-3	-6
CCCCNC(=O)c1cc2c(=O)n(CC)c3ccccc3c2s1	3	-6	0.5	2	-7	11	-3	-3	-1
Cc1cc(C(=O)O)ccc1-c1ccc(/C=C2\SC(=O)N(CC(=O)Nc3ccc4c(c3)OCO4)C2=O)o1	-3	.	6.1	0	.	27*	8	2	10
CC1(C(=O)Nc2cccnc2)Cc2c(-c3ccccc3)ccnc2O1 (stereo not given)	13	.	0.7	2	.	-3	-1	0	-19
CCC(=O)Nc1cc2c(cc1C(=O)c1ccccc1)OCCO2	-3	-8	0.6	1	-14	-3	-2	-5	4
O=C(CSc1ccc(C(F)(F)F)cn1)Nc1ccccc1	2	-6	0.0	0	-1	-1	7	-4	-6
CCC(C)[C@H](NC(=O)NCc1cccs1)C(=O)OC (stereo not given in full)	-5	-1	0.1	1	-11	-12	-5	0	-10
CCN(Cc1ccccc1)C(=O)Cn1c(=O)n(-c2ccc(OC)cc2OC)c(=O)c2c(C)c(C)sc21	11	4	0.2	0	-12	4	10	-3	-11
Nc1nc(COC(=O)c2ccc3c(c2)OCCO3)nc(Nc2ccccc2)n1	-5	-3	5.7	16	-1	-13	2	-3	8
N#Cc1cc([N+](=O)[O-])cnc1N(CCO)CCO	3	-3	0.2	1	-2	-4	-3	-5	6
COc1ccc(CCC(=O)N2CCCc3ccccc32)cc1	14	-13	2.5	0	-11	2	-5	-5	-18
CNC(=O)c1c(NC(=O)c2ccco2)sc2c1CCCC2	4	-8	1.2	3	-7	-17	6	-5	-7
CC1=CC(C)(C)Nc2ccc(OC(=O)C(C)N3C(=O)c4ccccc4C3=O)cc21 (stereo not given)	8	-7	0.3	0	-19	-19	-5	-1	-15
Cc1ccc(/C=N/NC(=O)c2cccnc2)s1	1	1	-0.6	0	-15	10	6	-4	6
COCCNc1nc(-c2ccccc2F)c2sc(-c3ccccc3)cc2n1	2	.	0.9	2	.	-6	-1	-3	-13
CCC(=O)Nc1cccc(-c2ccc(N3CCN(C)CC3)nn2)c1	5	-5	1.9	0	-5	-9	0	-4	-2
Cc1ccc(C)c(OCCn2c(=O)c3c(ncn3C3CCCC3)n(Cc3ccccc3)c2=O)c1	-4	-2	0.1	0	-28	0	-4	-4	2
S=C(NCCCN1CCOCC1)NCCCN1CCOCC1	11	-4	1.3	1	-5	-5	0	-7	-6
CCSc1sccc1C1C(C#N)=C(N)N(c2cccnc2)C2=C1C(=O)CCC2 (stereo not given)	7	-17	0.2	2	-23	8	2	1	-5
CCc1nnc(NC(=O)C2CC(=O)N(C3CCCC3)C2)s1 (stereo not given)	14	2	-0.2	0	-15	12	-10	-3	-15

# Another view of 4 compounds above:
> CCc1nnc(NC(=O)C2CC(=O)N(C3CCCC3)C2)s1 (stereo not given)
  CHRM1 PAM: 14
  OXTR potentiate: 2
  CHO-K1 Ca ag: -0.2
  CHRM4 agonist: 0
  CHO parental Ca: -15
  CHO-K1 Ca antag: 12
  CHRM4 antagonist: -10
  M1 ag: -3
  M1 antag: -15

> Cc1ccc(/C=N/NC(=O)c2cccnc2)s1
  CHRM1 PAM: 1
  OXTR potentiate: 1
  CHO-K1 Ca ag: -0.6
  CHRM4 agonist: 0
  CHO parental Ca: -15
  CHO-K1 Ca antag: 10
  CHRM4 antagonist: 6
  M1 ag: -4
  M1 antag: 6

> S=C(NCCCN1CCOCC1)NCCCN1CCOCC1
  CHRM1 PAM: 11
  OXTR potentiate: -4
  CHO-K1 Ca ag: 1.3
  CHRM4 agonist: 1
  CHO parental Ca: -5
  CHO-K1 Ca antag: -5
  CHRM4 antagonist: 0
  M1 ag: -7
  M1 antag: -6

> N#Cc1cc([N+](=O)[O-])cnc1N(CCO)CCO
  CHRM1 PAM: 3
  OXTR potentiate: -3
  CHO-K1 Ca ag: 0.2
  CHRM4 agonist: 1
  CHO parental Ca: -2
  CHO-K1 Ca antag: -4
  CHRM4 antagonist: -3
  M1 ag: -5
  M1 antag: 6

# Later entries.
compound	CHRM1 PAM	OXTR potentiate	CHO-K1 Ca ag	CHRM4 agonist	CHO parental Ca	CHO-K1 Ca antag	CHRM4 antagonist	M1 ag	M1 antag
Cc1c(C(=O)NCCSCc2cccc(C(F)(F)F)c2)cnn1-c1ccc(Cl)cc1	1	-8	1.4	-1	-36	-10	4	-6	2
CC(C)(C)NC(=O)CN(Cc1ccccc1)S(=O)(=O)c1ccccc1	3	0	0.2	0	-13	2	-5	-4	-9
CCc1nc2ccc(C(=O)NCc3ccc(OC)cc3)cn2c1N(CC)CCN(C)C	15	.	0.0	1	.	-1	-8	-5	-23
CC(/C=C/c1ccc(N(C)C)cc1)=N\N=C(/N)SC1CC(=O)N(c2ccc(C(=O)O)cc2)C1=O (stereo not given)	3	-9	-0.1	0	-4	-4	1	-5	-4
Cc1onc(-c2ccccc2Cl)c1C(=O)OCC(=O)Nc1ccc2c(c1)OCO2	7	-17	1.4	4	-10	-12	-3	0	-2
Cc1ccc(S(=O)(=O)N2CCC(C(=O)N[C@H](C(=O)N3CCN(C)CC3)C(C)C)CC2)cc1	-8	2	-1.2	1	2	-15	1	-15	14
CC(C)CC(=O)NC1(C(F)(F)F)C(=O)Nc2c1c(=O)n(C)c(=O)n2C (stereo not given)	4	-7	0.0	0	4	-2	9	-2	-12
Cc1c(CN(C)C)c2c(n1Cc1ccccc1)C(=O)c1ccccc1-2	3	-6	0.5	2	0	-14	8	-5	-3
COc1cccc(C(=O)NOCc2ccccc2)c1OC	10	0	0.6	1	-9	-5	-6	-2	-13

# Bioassay records from PubChem BioAssay.
